Bioassay records from PubChem.
SRC3 inh: human NCOA3 inhibition; Q9Y6Q9; HEK293 GAL4-SRC3 luciferase reporter, luminescence; inhibition, % at 3.6 µM; 0.17% of 360,000 active; AID 588352;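 active means inhibition above a per-campaign cutoff, the mean of all compounds plus 3 SD, cut at about 60% in these data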;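 further: 0% = DMSO-treated cells and 100% = gossypol-treated cells at 36 µM; higher means less SRC3-driven luciferase light from the GAL4 reporter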
NCOA1 inh: inhibits human SRC1 coactivator; 0.12% of 360,000 active; Q15788; inhibition, % at 3.6 µM; HEK293 GAL4-SRC1 luciferase reporter, luminescence;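 active means inhibition above the campaign mean plus 3 SD, with each screening campaign given its own cutoff, cut at about 60% in these data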;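 further: 0% = DMSO treated cells and 100% = gossypol at 36 µM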
MC4R antag cAMP: human MC4R antagonism in cAMP assay | AID 540295 | P32245 | MC4R-expressing cells, MTII-stimulated cAMP, LANCE TR-FRET | 0.48% of 360,000 active | inhibition, % at 6.5 µM;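 active means inhibition above its plate's cutoff, the mean of tested wells on that plate plus 3 SD, cut at about 29% in these data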;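 further: 0% = Melanotan II alone and 100% = Melanotan II plus saturating MCL0020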
Target sequence (P32245 whole entry, looked up): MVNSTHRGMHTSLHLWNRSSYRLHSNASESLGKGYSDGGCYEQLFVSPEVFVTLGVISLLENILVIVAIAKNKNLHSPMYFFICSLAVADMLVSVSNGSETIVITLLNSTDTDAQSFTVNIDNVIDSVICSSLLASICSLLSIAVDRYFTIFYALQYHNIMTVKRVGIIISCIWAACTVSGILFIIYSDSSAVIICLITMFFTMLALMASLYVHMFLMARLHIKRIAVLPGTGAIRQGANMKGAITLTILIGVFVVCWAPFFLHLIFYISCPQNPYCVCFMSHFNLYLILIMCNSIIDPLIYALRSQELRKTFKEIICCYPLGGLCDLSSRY
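System: U2OS cells stably expressing human melanocortin 4 receptor (MC4R). Reagent: Melanotan II challenge after compound preincubation. Doses: 6.5 µM. Times: 30-min compound, 1-h challenge, 1-h detection, room temperature. Measured by: TR-FRET with Eu-cAMP and labeled anti-cAMP, 671 nm. Replicates: singlicate.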
ABHD5-PLIN5 inh: inhibitors of human ABHD5-perilipin-5 interaction | 0.78% of 360,000 active | Split G. princeps luciferase complementation, luminescence, 4 h | Q00G26+Q8WTS1 | inhibition, % at 4 µM;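 active means inhibition above the mean inhibition across every tested compound plus 3 SD, cut at about 22% in these data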;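 further: 0% = DMSO only wells and the 100% control is not disclosed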
NCOA2 inhibitor: human SRC2 (NCOA2) inhibition | Q15596 | AID 651957 | 0.17% of 370,000 active | HEK293 GAL4-SRC2 luciferase reporter, luminescence | inhibition, % at 9 µM;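 active means inhibition above the mean inhibition of all tested compounds plus 3 SD, set per campaign, cut at about 52% in these data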;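 further: 0% = DMSO treated cells and 100% = cells given Gossypol at 36 µM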
EBV LMP1 NFkB: Epstein-Barr LMP1 NF-kappaB reporter inhibition | LMP1-induced NF-kappaB luciferase reporter cells, luminescence | inhibition, % at 12.5 µM | 0.69% of 350,000 active; in the data active means inhibition above about 41%;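 further: 0% = neutral control wells and 100% = reference inhibitor control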
NR2F2 inh: NR2F2 (human) inhibition, primary screen; inhibition, % at 8.6 µM; P24468; 0.7% of 370,000 active; HEK293T NGFI-A luciferase reporter, luminescence;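 active means inhibition above a per-plate cutoff, mean inhibition of test wells between control levels plus 3 SD, cut at about 38% in these data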;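 further: cells cotransfected with COUP-TFII expression vector driving the NGFI-A reporter; 0% = median of COUP-TF2 test wells and 100% = reporter-only cells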
LRH-1 inv ag: suppresses constitutive activity of human LRH-1 | 0.13% of 360,000 active | inhibition, % at 3.6 µM | HEK293T StAR-luciferase reporter, LRH-1 transfected, 24 h;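 active means inhibition above the mean inhibition of all tested compounds plus 3 SD, cut at about 73% in these data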;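 further: 0% = DMSO wells and 100% = reporter-only cells lacking LRH-1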
Target sequence (O00482 whole entry, looked up): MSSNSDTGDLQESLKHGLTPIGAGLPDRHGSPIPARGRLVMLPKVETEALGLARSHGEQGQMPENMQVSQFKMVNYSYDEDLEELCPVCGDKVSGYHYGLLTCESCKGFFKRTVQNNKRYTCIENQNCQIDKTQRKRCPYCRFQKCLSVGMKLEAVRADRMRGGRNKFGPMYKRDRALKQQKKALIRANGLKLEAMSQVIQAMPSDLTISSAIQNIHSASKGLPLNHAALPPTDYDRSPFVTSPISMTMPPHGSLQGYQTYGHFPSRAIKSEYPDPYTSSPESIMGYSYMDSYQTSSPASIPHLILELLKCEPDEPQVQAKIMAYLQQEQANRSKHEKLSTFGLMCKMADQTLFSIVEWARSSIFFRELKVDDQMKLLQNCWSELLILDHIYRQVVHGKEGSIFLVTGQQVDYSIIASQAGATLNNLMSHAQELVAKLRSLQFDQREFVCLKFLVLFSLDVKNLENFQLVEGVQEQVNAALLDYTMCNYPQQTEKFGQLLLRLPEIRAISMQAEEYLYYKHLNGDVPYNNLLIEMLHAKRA
NOD2 RIPK2 PPI: blocks binding of human NOD2 to RIPK2; O43353; CHO BLA complementation NOD2-RIPK2, CCF4 ratio; inhibition, % at 4.98 µM; 0.38% of 360,000 active; AID 624267; in the data active means inhibition above about 21%;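 further: 0% = vehicle only and 100% = reference blocker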
MC4R barr agon: human MC4R agonism via beta-arrestin. activation, % at 8.9 µM. U2OS MC4R beta-arrestin complementation, luminescence; percent of melanotan II response, DMSO zero. P32245. 0.98% of 360,000 active;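 active means activation above a per-plate cutoff, the mean activation of sample wells on that plate plus 3 SD, cut at about 8% in these data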
TLR9-MyD88 inh: TLR9-MyD88 interaction inhibition; Q9NR96+Q99836; CHO BLA complementation TLR9-MyD88, CCF4 FRET ratio; inhibition, % at 4.98 µM; 0.21% of 340,000 active; AID 504734;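 active means inhibition above the mean over all tested compounds plus 3 SD, cut at about 21% in these data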;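 further: 0% = DMSO only wells and 100% = clavulanate BLA inhibitor control wells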
Starred values were filed as active, the others as inactive; · = not tested or not shown.

SMILES	SRC3 inh	NCOA1 inh	MC4R antag cAMP	ABHD5-PLIN5 inh	NCOA2 inhibitor	EBV LMP1 NFkB	NR2F2 inh	LRH-1 inv ag	NOD2 RIPK2 PPI	MC4R barr agon	TLR9-MyD88 inh
CC(C)=CC1C(C(=O)Nc2ccc(Br)cn2)C1(C)C (stereo not given)	-13.4	-4.8	-12.1	-14.5	-13.5	1.0	12.7	2.9	-6.2	1.4	0.3
CC(=O)c1cccc(-c2csc(N3CCC(C(N)=O)CC3)n2)c1	11.1	-5.2	7.9	-3.5	-25.2	20.9	-12.3	-6.2	-9.6	-0.8	-1.6
CCC(C)NC(=O)C(=O)NC1CCCC1 (stereo not given)	-4.1	-4.4	5.0	-1.7	-15.8	4.6	-19.1	-15.4	1.1	-0.7	-3.5
C#CCCCCCCCCC(=O)NCCCC	7.8	5.9	19.5	0.6	-3.6	-6.0	5.0	7.0	2.2	0.9	2.3
Cc1ccccc1NC(=O)N(O)C1(C#N)CCCCC1	-17.1	-1.2	4.8	5.0	-5.3	2.5	11.8	-41.1	-3.3	-0.1	0.6
COc1cccc(C2c3[nH]c4ccccc4c3C[C@H]3C(=O)N(C)CC(=O)N23)c1 (stereo not given in full)	4.8	12.2	10.4	5.0	-11.6	0.8	4.3	9.7	-4.6	-1.8	-0.5
COc1ccccc1/C=C/C(=O)NCC(=O)N/N=C/c1cc(Br)ccc1OC	22.1	11.1	2.1	4.9	7.0	-9.4	-7.8	9.2	1.0	-1.0	5.2
Cc1ccc(NC(=O)c2nc(C)n(-c3ccc([N+](=O)[O-])cc3)n2)cc1	11.8	-8.4	12.2	-5.8	·	6.2	·	11.3	-2.0	0.3	-0.6
COc1cccc(N2CC(NC(=O)C(=O)c3c[nH]c4ccccc34)CC2=O)c1 (stereo not given)	4.1	-38.8	4.0	9.8	-3.6	10.2	10.6	15.5	6.3	-1.2	6.5
O=C1CCC(C(=O)OCC(=O)Nc2ccc(Cl)cc2C(F)(F)F)=NN1	9.5	-14.9	10.2	4.2	-22.5	-0.1	21.4	-11.2	4.2	-0.8	2.3
COc1cc2cc(CCCOC(=O)c3ccc(Br)cc3)oc(=O)c2cc1OC	4.2	-1.8	4.2	-10.2	0.6	-7.7	2.8	15.3	3.6	-1.2	2.9
Cc1ccc(S(=O)(=O)Nc2nc(C)c(NC(=O)Nc3ccc(Cl)cc3Cl)s2)cc1	2.8	-0.4	2.9	-4.5	-15.4	-5.2	-1.1	-4.8	7.2	-1.6	5.6
Cc1cc2c(cc1C)C(c1cc(Br)ccc1F)CC(=O)N2 (stereo not given)	1.5	5.7	-2.8	-5.5	-6.2	-19.8	4.2	20.5	-1.8	6.4	1.7
c1ccc(Cn2nnc3c(NCC4CC4)ncnc32)cc1	-8.0	-6.8	6.0	2.0	10.1	-2.2	-1.7	-41.9	1.2	2.4	0.6
O=C(Nc1ccccc1)Nc1ccccc1NS(=O)(=O)c1cccs1	1.4	-14.6	30.0*	-10.3	-25.6	-3.5	8.3	-9.7	-7.8	0.7	5.2
O=C(O)C1(O)C[C@H](O)C(O)[C@@H](O)C1 (stereo not given in full)	-3.5	4.0	13.3	3.9	-0.8	-7.7	11.5	-16.4	-10.5	0.4	-12.2
CCN(C(=O)COC(=O)c1cccnc1SC)C1CCS(=O)(=O)C1 (stereo not given)	1.1	-4.4	3.5	-1.6	11.5	-2.4	0.3	-8.0	4.6	0.2	-6.8
CC1=C(C)C(=O)N(CCC(=O)O)C1=O	11.3	-16.4	12.3	0.6	-5.6	-4.3	13.0	2.8	4.7	2.4	-16.2
CC1(C)Cc2c(C#N)c(SCc3ccccc3)nc(N3CCOCC3)c2CO1	-1.7	1.0	12.5	7.1	-15.2	8.5	-2.3	16.9	-6.2	-0.1	2.3
COc1cccc(C(O)c2nc(-c3cccc(C(C)C)c3)cs2)c1 (stereo not given)	-12.6	-8.2	0.3	-17.3	3.2	·	-1.0	0.4	-8.9	0.7	·
CCN(CC)CCN1C(=O)c2ccccc2NC1c1ccccc1F (stereo not given)	-2.3	7.9	-4.0	0.3	-6.3	0.2	-8.2	1.5	-11.6	-1.9	1.9
COc1ccc2c(Cl)c(C(=O)NN3CCN(C)CC3)sc2c1	8.5	5.2	2.3	-1.2	-12.9	-3.9	10.3	28.7	-10.1	-1.4	9.0
CCN(CC(=O)NC1CCS(=O)(=O)C1)S(=O)(=O)c1c(C)c(C)cc(C)c1C (stereo not given)	6.4	1.4	-1.5	-11.2	1.9	-5.3	-2.5	-12.0	-14.9	2.9	-3.1
Cc1cc(C)nc(SCc2cc(=O)c(OC(=O)c3cccc([N+](=O)[O-])c3)co2)n1	20.8	-6.2	1.1	3.1	14.2	-6.0	-7.4	5.4	-6.0	0.5	2.4
Cc1cccc(N2C(=N)SCC2=O)c1C	3.1	-0.8	3.1	5.0	-18.6	1.5	-15.6	-6.6	0.8	2.7	2.4

The list goes on; the last 2 above are carried over.
SMILES	SRC3 inh	NCOA1 inh	MC4R antag cAMP	ABHD5-PLIN5 inh	NCOA2 inhibitor	EBV LMP1 NFkB	NR2F2 inh	LRH-1 inv ag	NOD2 RIPK2 PPI	MC4R barr agon	TLR9-MyD88 inh
Cc1cc(C)nc(SCc2cc(=O)c(OC(=O)c3cccc([N+](=O)[O-])c3)co2)n1	20.8	-6.2	1.1	3.1	14.2	-6.0	-7.4	5.4	-6.0	0.5	2.4
Cc1cccc(N2C(=N)SCC2=O)c1C	3.1	-0.8	3.1	5.0	-18.6	1.5	-15.6	-6.6	0.8	2.7	2.4
Cc1ccc(S(=O)(=O)N2CCN(C(=O)N3CCOCC3)C2C)cc1 (stereo not given)	-17.0	-0.2	6.7	-2.5	-48.8	-1.8	9.9	3.9	-0.6	0.1	1.9
O=C(NCCO)c1ccc2[nH]c3c(c2c1)CCCC3	-15.9	-36.4	-5.5	-1.3	-14.9	-8.1	-21.6	-8.1	3.8	-3.4	1.6
COc1ccccc1Cc1c(-c2cccc(Br)c2)nc2ccc(Cl)cn12	-35.2	-21.4	·	-4.7	-4.4	·	-39.9	-2.5	-2.6	·	·
O=c1c(N=Nc2ccc(O)cc2)c(-c2ccccc2)[nH]n1-c1ccc([N+](=O)[O-])cc1	-20.9	0.8	8.0	-0.5	12.7	-0.3	-14.3	22.0	-5.1	-2.3	-4.0
COc1ccccc1CCC(=O)OCC(=O)Nc1ccc(C(N)=O)cc1	6.8	10.8	-3.0	-8.1	11.4	1.2	-12.6	7.5	-7.4	-0.3	0.1
COc1cccc(CNC(=S)NC2CCCC2)c1	15.0	-21.9	13.0	7.1	10.8	0.9	-5.8	-16.4	-28.3	-1.0	4.2
O=C(NNC(=O)c1ccccc1Cl)c1cccs1	-16.2	-23.4	9.9	2.2	-70.4	6.7	2.1	-45.5	-12.4	0.6	-0.1
Cc1ccccc1NC(=O)CSc1nc(Nc2ccccc2)nc(N2CCOCC2)n1	-19.4	13.8	8.1	0.1	-11.2	6.5	-0.2	19.6	-5.7	-0.7	-0.8
Cc1ccccc1OCc1nc2ccccc2c(=O)n1/N=C/c1cn[nH]c1-c1ccc(Br)cc1	13.1	-2.4	1.4	9.9	8.1	-0.9	0.8	20.2	-5.8	1.1	-15.2
CN1CCC(N(C)C(=S)Nc2ccc(SC(F)F)cc2)CC1	-4.1	9.5	8.9	-11.9	-10.3	1.6	9.9	7.1	0.7	-3.0	-1.4
CCNC(=S)Nc1c(C)n(C)n(-c2ccccc2)c1=O	7.9	10.5	-2.5	0.4	0.4	0.2	11.2	-18.9	-3.8	-2.1	-19.5
Cc1cc(C)nc(N2CCN(CC(=O)NCc3ccccc3)CC2)n1	5.0	0.0	14.1	4.2	-5.4	0.0	-0.5	0.1	-8.7	-1.4	4.7
CCOC(=O)CN1C(=O)C(=O)c2cccc(C)c21	4.9	8.7	0.8	-10.1	6.3	-8.0	11.1	14.6	-8.8	-1.3	4.8
COCCn1c(Sc2ccc(C)cc2)nc2c1c(=O)[nH]c(=O)n2C	-11.4	-23.1	-1.4	-5.9	4.9	-46.6	17.7	-0.2	-5.6	0.1	-8.2
CCCCCCC(=O)Nc1nc(C)c(-c2csc(Nc3ccccc3OC)n2)s1	10.2	-9.2	-2.5	-15.3	-7.5	-6.1	-1.9	13.9	-0.2	0.7	-1.1
O=C1c2ccc3c4c(ccc(c24)C(=O)N1c1ccc(O)cc1)C(=O)N(c1ccc(O)cc1)C3=O	16.2	15.0	-8.1	-2.4	-25.1	7.6	-20.0	-0.4	-3.4	-1.6	1.4
Cc1ccc2nc(C)cc(Nc3ccc4c(c3)OCCO4)c2c1	13.7	13.8	-0.9	1.2	37.2	11.4	9.4	5.8	-12.1	-0.5	8.8
CC(NC(=O)Cc1ccc(S(=O)(=O)N2CCOCC2)s1)c1ccc(Cl)cc1Cl (stereo not given)	16.8	-0.2	-4.8	-1.3	15.6	-4.7	8.2	-7.5	-3.2	-2.3	1.2
CN(C)S(=O)(=O)N1CCN(CC(O)COc2ccc(-c3ccccc3)cc2)CC1 (stereo not given)	3.2	-5.7	0.8	-0.2	4.7	15.0	19.4	22.2	-6.2	-1.7	10.9
COc1ccc(OC)c(C2C(C(C)=O)=C(O)C(=O)N2CCN2CCOCC2)c1 (stereo not given)	8.2	-2.2	-1.2	-0.6	-29.9	1.5	18.6	17.0	4.0	-0.9	1.4
Clc1nc(-c2ccccn2)nc2scc(-c3ccccc3)c12	-63.4	-107.5	-0.8	-7.3	-27.7	30.5	-54.1	-112.2	-2.5	-3.8	1.7
Nc1nc(SCC(=O)c2ccc(F)cc2)n[nH]1	-8.8	8.6	-4.1	-3.8	-2.7	3.5	6.8	-17.2	-1.9	0.8	-5.5
COc1cccc(C(=O)NCC(=O)N/N=C(C)\C=C\c2ccccc2)c1	1.4	0.1	-6.2	3.0	-22.1	0.0	-5.4	4.4	-5.5	0.5	-7.5
CCCC(=O)Nc1nnc(-c2ccco2)s1	-44.1	-46.7	-0.9	-6.1	-30.4	-7.1	-1.8	-16.7	-0.9	-1.0	-8.9
CCN(CC)S(=O)(=O)c1cccc(C(=O)Nc2ccc(Cl)cn2)c1	-7.9	-18.9	4.7	-3.9	-3.3	-15.0	-1.6	-13.1	-2.2	0.6	-6.5
NC(=O)[C@H](Cc1cc2ccccc2s1)NC(=O)[C@@H]1CC2(CC(c3cccc(NC(=O)[C@@H]4CCC(=O)N4)c3)=NO2)CN1C(=O)/C=C/c1c(F)cccc1Cl (stereo not given in full)	-7.0	-7.1	9.4	3.7	·	1.6	·	-9.7	-2.4	-1.3	-7.5
COc1ccccc1N1CCN(C(=O)CSc2nc3ccccc3c(=O)n2CC2CCCO2)CC1 (stereo not given)	18.3	-7.8	22.9	6.8	3.4	10.9	0.1	14.2	6.9	1.7	4.8

Some of the compounds tested, so the mix of outcomes need not match the whole.
